HIF-2a inh = HIF-2a inhibition; 786-0 RCC cells HIF-2a reporter, luciferase luminescence, overnight; inhibition, % at 18.8 µM; 0.72% of 360,000 active; AID 624352;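 active means inhibition of the luminescence signal of 40% or more relative to plate controls, in a single-dose primary screen at 18.75 µM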
PDI inh = blocks human protein disulfide isomerase activity; P07237; PDI insulin aggregation turbidity, A650, 90 min; 0.052% of 350,000 active; inhibition, % at 10 µM; AID 588391;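 active means mean inhibition across replicates of 30% or more, whatever share of single replicates reach that level; inconclusive means mean inhibition below 30% while every single replicate reaches 30%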;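 further: absorbance from insulin aggregation driven by PDI reduction with DTT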
Target sequence (P07237 whole entry, looked up): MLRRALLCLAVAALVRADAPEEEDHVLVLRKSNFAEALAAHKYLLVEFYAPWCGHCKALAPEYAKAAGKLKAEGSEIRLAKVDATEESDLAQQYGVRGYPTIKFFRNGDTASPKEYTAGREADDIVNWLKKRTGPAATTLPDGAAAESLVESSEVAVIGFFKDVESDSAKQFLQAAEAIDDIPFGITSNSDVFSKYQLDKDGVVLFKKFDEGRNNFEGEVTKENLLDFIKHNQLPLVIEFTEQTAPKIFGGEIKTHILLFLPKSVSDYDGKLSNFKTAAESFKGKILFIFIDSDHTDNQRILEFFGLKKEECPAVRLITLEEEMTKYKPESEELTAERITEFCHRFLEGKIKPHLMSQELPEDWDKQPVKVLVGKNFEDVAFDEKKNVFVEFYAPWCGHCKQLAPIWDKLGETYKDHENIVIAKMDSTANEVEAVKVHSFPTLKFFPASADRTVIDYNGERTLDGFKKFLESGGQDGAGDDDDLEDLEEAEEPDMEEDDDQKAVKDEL
Shn3 inh set2 = Schnurri-3 reporter inhibition in Clone20 osteoblasts; inhibition, % at 12.5 µM; 0.52% of 360,000 active; Clone20 osteoblast Shn3 3'UTR firefly luciferase, 24 h; AID 588674;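 active means mean inhibition of at least 75% with every replicate also reaching 75%; inconclusive means mean inhibition at least 75% but some replicate below; inactive means mean inhibition below 75%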;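 further: 0% = median of neutral control wells and 100% = pilot-screen positive control compound; some compounds past the cut are filed as inactive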
CF NFkB block = cystic fibrosis NF-kB activation inhibition; KKLEB NF-kB-GFP reporter, PAF-induced, GFP fluorescence overnight; inhibition, % at 5 µM; 0.86% of 360,000 active;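 active means at least 50% inhibition at 5 µM, scaled per plate between neutral and stimulator controls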;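 further: PAF is a Pseudomonas aeruginosa culture filtrate used as stimulus; plate controls were PAF-stimulated DMSO wells for no effect and unstimulated DMSO wells for full effect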
Vif imaging = HIV Vif inhibition; HEK293T cells, Vif self-association by quenched fluorescence, imaging, 24 h; AID 602346; inhibition, % at 7.49 µM; 0.35% of 340,000 active; in the data active means inhibition above about 50%, passing the limit was not always enough; inconclusive means no clear call, values can overlap the other calls; inactive means below about 31%; further: some results filed as inactive read as strong as hits
KKLEB cytotox = counter-screen for CF NF-kB inhibitors: cytotoxicity; AID 602141; KKLEB CF airway cells viability, ATPlite luminescence, overnight; active compounds read low; cells stimulated with P. aeruginosa culture filtrate; 0.36% of 360,000 active; activity change (cytotoxicity), % at 5 µM;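 active means corrected activity change at or below -50% at 5 µM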
CaV13 FRET inh = Disruptors of the CACNA1D IQ motif to Ca2+-dependent inactivation inhibitor domain association, primary screening, Förster resonance energy transfer in intact living …. inhibition, % at 12.3 µM. 0.098% of 340,000 active. HEK cells, CFP/YFP FRET ICDI-IQ, plate reader, 10 min; percent FRET-ratio fall versus neutral wells. AID 743397;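 active means mean replicate inhibition of at least 30% and at least 1% of replicates passing that level; inconclusive means only one of the two criteria is met; inactive means neither criterion is met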;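 further: 0% = median of the neutral control wells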
NR2E3 ag-1 = activates human NR2E3 receptor. Q9Y5X4. CHO-S Gal4-NCOR/VP16-NR2E3 two-hybrid, luciferase. inhibition of corepressor binding, % at 3.98 µM. 0.35% of 360,000 active. AID 602229;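 active means inhibition above the mean of all tested compounds plus 3 SD, cut at about 70% in these data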;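 further: 0% = DMSO with NR2E3 transfected cells and 100% = cells lacking NR2E3 construct; higher means lower luciferase signal from less NR2E3 corepressor binding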
Target sequence (Q9Y5X4 whole entry, looked up, the tested form may be a part): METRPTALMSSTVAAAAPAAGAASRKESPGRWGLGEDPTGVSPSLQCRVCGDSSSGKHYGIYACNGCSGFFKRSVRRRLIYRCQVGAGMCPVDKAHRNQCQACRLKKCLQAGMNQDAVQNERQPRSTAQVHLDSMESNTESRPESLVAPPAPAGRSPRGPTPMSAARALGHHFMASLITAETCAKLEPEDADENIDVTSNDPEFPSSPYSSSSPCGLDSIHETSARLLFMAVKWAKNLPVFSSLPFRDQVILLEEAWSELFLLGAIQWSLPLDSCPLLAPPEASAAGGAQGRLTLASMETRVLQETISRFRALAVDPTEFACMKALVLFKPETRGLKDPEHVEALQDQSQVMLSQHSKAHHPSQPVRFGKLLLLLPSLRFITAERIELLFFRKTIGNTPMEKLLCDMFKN
TRPM1 prom inh = MITF TRPM1 promoter inhibition in SK-MEL-5 cells; SK-MEL-5 TRPM1 promoter luciferase, 24 h; inhibition, % at 12.5 µM; 0.83% of 330,000 active; AID 488899;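 active means mean inhibition across replicates of 60% or more, whatever share of single replicates reaches that level; inconclusive means some that reach 60%, reason not given; inactive means mean inhibition across replicates below 60%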; further: values of inactives mirror those of a sister screen read the other way
Peg3 promoter = inhibitors of Peg3 promoter | 1.7% of 360,000 active | HeLa PEG-Prom luciferase reporter, luminescence, overnight | inhibition, % at 20 µM;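 active means inhibition of at least 50% at 20 µM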
NR2E3 ag-2 = NR2E3 (human) agonism. AID 2300. inhibition of corepressor binding, % at 4.78 µM. 0.12% of 320,000 active. GST-NR2E3/biotin-RetCOR TR-FRET, 1536-well. Q9Y5X4;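 active means percent inhibition above the cutoff of mean plus 3 SD of all tested compounds, set per screening campaign, cut at about 20% in these data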;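 further: 0% = DMSO wells and 100% = biotin wells as full block of FRET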
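Assay system: NR2E3–RetCOR corepressor complex. Quantity: 1.35 nM GST-NR2E3. Buffer or medium: pH 7.5 Tris-based buffer. Reagent: biotinylated RetCOR corepressor at 7 nM final. Schedule: 5 h at 4 °C. Detection: TR-FRET, emission read at 617 and 671 nm. Replicates: one well per compound, singlicate testing.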
* marks the source's active call; other numbers are inactive results; ? = inconclusive; nt = not tested or not shown.

SMILES	HIF-2a inh	PDI inh	Shn3 inh set2	CF NFkB block	Vif imaging	KKLEB cytotox	CaV13 FRET inh	NR2E3 ag-1	TRPM1 prom inh	Peg3 promoter	NR2E3 ag-2
C=CCn1nnnc1SCC(=O)Nc1ccc(C(=O)OC)cc1	1	1	-20	-7	-10	18	-6	-16	0	-7	3
CN(CCNC(=O)C1CCN(S(=O)(=O)c2cnc[nH]2)CC1)Cc1ccccc1	-7	7	7	-6	6	7	-4	17	9	-9	-2
Cc1cccc(NC(=O)c2cccc(C(=O)Nc3cccc(C)c3)c2)c1	18	4	7	-17	20	0	-2	-1	-20	14	0
CCC(=O)N1CCc2cc(Br)c(S(=O)(=O)CCC(=O)NCCc3ccccc3)cc21	16	12	6	-16	7	12	-5	-29	-1	1	nt
O=C1CC[C@@H]2CC(N3CCN(c4ccccc4)CC3)C[C@@H]3CCN1[C@H]23 (some centres not stated)	12	0	6	4	-1	-20	-10	-17	-8	-9	nt
COC(=O)c1ccc(N2CCCCC2)c(NC(=O)c2ccco2)c1	4	-9	14	4	10	-4	-2	12	-1	-8	-1
O=C(O)c1sccc1S(=O)(=O)N1CCN(c2ccc(C(F)(F)F)cn2)CC1	18	-4	-6	1	14	3	-15	6	5	27	3
COc1ccc(C(=O)C[n+]2cccc(C)c2C)cc1[N+](=O)[O-]	11	2	-23	8	-2	-12	-7	0	-16	0	2
COc1ccc(C(=O)NC(C(=O)N2CCN(C/C=C/c3ccccc3)CC2)C(C)C)cc1 (configuration not stated)	0	15	-4	2	-4	-9	16	2	nt	18	nt
CCCOc1ccc(C2C3=C(CCCC3=O)N(CC(=O)O)C3=C2C(=O)CCC3)cc1OCC	18	-5	-9	20	-4	-12	-5	-8	1	1	-2
COc1cc(=O)[nH]c(=O)n1CC(=O)c1ccccc1	2	-2	10	8	-7	-19	0	-18	11	-3	0
Cc1ccc(NC2CCCN(C(=O)c3cnsn3)C2)cc1C (configuration not stated)	-3	20	-9	2	0	-4	-5	1	-14	-23	2
C=CCOc1ccccc1CN(C(=O)CCl)c1ccc2c(c1)OCO2	-14	-5	44	92*	6	-85*	-3	-13	49	-18	-2
C=C(C)Cn1c(CCNC(=O)C(C)C)nc2ccccc21	-5	-11	-3	-13	nt	6	-6	-9	10	7	4
COc1cccc(C(=O)Nc2cc(C(=O)NCCc3ccccc3)ccc2Cl)c1	-104	21	-36	8	-2	5	-9	-78	-41	-83	1
COc1ccc(N(CC(=O)NC2CCCC2)C(=O)Cn2nnc(-c3ccc(OC)c(OC)c3)n2)cc1	21	1	8	0	-3	2	-4	9	0	14	4
Cc1ccnc(N/N=C/c2ccco2)n1	-145	-1	-20	9	3	-6	-6	-48	-35	-105	1
Cc1ccc(N2C(=O)C3C4C=CC(CNC(=S)Nc5cccc(Cl)c5)(O4)C3C2=O)cc1 (configuration not stated)	-5	-1	56	-5	-4	-12	-2	-22	8	24	1
COc1ccc(NC(=O)COC(=O)c2c(-c3ccccc3)noc2C)cc1	-13	-6	8	-26	nt	-6	-8	-7	7	2	2
CCCc1nnc(-c2cc(OC)c(OC)c(OC)c2)o1	33	-1	-4	3	-5	2	-15	-5	9	9	2
C[C@@H]1CN([C@H](C)CO)C(=O)c2cc(NC(=O)Nc3ccc(C(F)(F)F)cc3)ccc2O[C@H]1CN(C)S(=O)(=O)c1ccc(Cl)cc1	0	3	11	64*	nt	-6	-3	-41	20	23	nt
COc1cccc(C(=O)Nc2nc(-c3ccc4c(c3)OCO4)cs2)c1	-230	11	0	-2	3	-4	-4	-29	nt	-73	-2
C=CCOc1ccccc1NC(=O)CN1C(=O)CNC1=O	12	5	-15	-9	19	6	-2	-27	10	9	-2
COCCn1c(SCc2nc(N)nc(Nc3ccccc3C)n2)nc2ccccc2c1=O	-4	0	16	-1	4	-11	-5	-1	-6	17	0
CCOC(=O)c1c(-c2ccccc2Cl)csc1NC(=O)CSc1nc(C)cc(=O)[nH]1	15	0	0	6	-12	10	-6	-2	2	29	0
COc1cccc(OC)c1C(=O)Nc1sc2c(c1C(N)=O)CCN(Cc1ccccc1)C2	7	nt	-3	-7	-4	-10	7	3	3	13	2
Cc1ccc(CN2CC(C(=O)Nc3ccccc3N3CCCC3)CC2=O)cc1 (configuration not stated)	9	2	-5	0	-12	8	-6	7	5	3	2
CCn1c(O)c(C(C#N)=C2N=c3ccccc3=N2)c2ccccc21	-3	-5	5	-22	8	8	-8	16	19	27	3
COc1ccc(S(=O)(=O)N2CCN(C(=O)[C@@H]3CCCN3C(=O)c3cccs3)CC2)cc1	14	-1	-3	-26	nt	11	-6	20	0	17	nt
Cc1ccc(C(=O)NC(C)c2ccccc2)cc1S(=O)(=O)N1CCOCC1 (configuration not stated)	17	-3	-3	16	3	-4	-8	11	-5	12	0
COc1ccc(-n2nnnc2SCC(=O)Nc2ccccc2N2CCOCC2)cc1	24	20	-14	16	4	6	0	4	-9	5	6
O=C1CCCC(O)=C1C=NCCc1ccccc1	-8	7	-12	-2	6	-1	nt	9	5	-5	2
CCN1/C(=C2/SC(=S)N(C)C2=O)C=Cc2cc(C)ccc21	-22	-2	-45	16	17	-12	1	-23	-15	-28	-2
O[Si](CCCN1CCCCC1)(c1ccc(F)cc1)C1CCCCC1 (configuration not stated)	-7	-1	2	-13	?	-17	-4	-15	-24	-5	0
CC1CN(C2=Nc3cccc4cccc2c34)CC(C)O1 (configuration not stated)	-21	-1	2	-23	1	-3	-11	16	-1	-42	-3
Cc1ccc(S(=O)(=O)CCC(=O)Nc2ccc(F)cc2)cc1	5	0	-74	4	0	6	-5	-25	8	4	1
CCOc1ccc(NC(=O)c2nnn(CC(=O)Nc3ccccc3OC)c2N)cc1	-118	18	-15	-4	5	4	nt	-22	-14	-87	3
Cc1ccn2cc(-c3cccc(S(=O)(=O)N4CCCCC4)c3)nc2c1	-72	1	-1	-3	0	-15	-7	-7	-15	-96	-7
O=C(Nc1ccc[n+](CC(=O)c2cccc3ccccc23)c1)c1ccccc1	-3	-3	6	28	-5	-10	-5	37	2	-100	-3
COc1cnc(-c2ccccn2)nc1Oc1ccc(Cl)cc1	16	0	11	-33	?	4	-4	79*	1	13	-1

Limited to TRPM1 prom inh, for 2 of the compounds above:
structure	TRPM1 prom inh
Cc1ccc(C(=O)NC(C)c2ccccc2)cc1S(=O)(=O)N1CCOCC1 (configuration not stated)	-5
COc1ccc(-n2nnnc2SCC(=O)Nc2ccccc2N2CCOCC2)cc1	-9

Next part.
SMILES	HIF-2a inh	PDI inh	Shn3 inh set2	CF NFkB block	Vif imaging	KKLEB cytotox	CaV13 FRET inh	NR2E3 ag-1	TRPM1 prom inh	Peg3 promoter	NR2E3 ag-2
CC1CN(Cc2cnc(Cl)s2)CC(C)O1 (configuration not stated)	24	-2	-8	9	-4	-5	2	-23	3	1	nt
CCCn1nnc(NC(=O)Cc2ccccc2)n1	3	-19	10	3	nt	-1	-5	-8	0	1	1
Cc1ccnc(NC(=O)CNC(=O)c2ccccc2Br)c1	-145	-3	-31	2	15	-2	-10	-20	12	-41	1
COc1cc(-c2nnc(SCC#CCO)o2)cc(OC)c1OC	3	-4	11	-18	6	7	-6	-14	-1	13	-2
CN(C(=O)c1cccc(NC(=O)Cc2ccc([N+](=O)[O-])cc2)c1)C1CCCCC1	15	-7	24	2	5	-6	-5	15	nt	18	nt
O=C(N/N=C1\CC2CC=CC12)c1ccc(COc2ccccc2)cc1 (configuration not stated)	-18	-5	2	-13	4	2	-5	13	15	4	2
Cc1ccccc1N(CC(=O)N1CCCC1)S(=O)(=O)c1ccc(Cl)cc1	9	2	-3	-19	-7	-4	-5	6	-7	16	0
C1CCC(C23CC4CC(CC(C4)C2)C3)NC1 (configuration not stated)	15	4	0	3	-10	-5	-9	6	6	-2	2
COc1ccc(C(=O)NCCCNC(=O)c2cnccn2)cc1Br	16	-16	-2	0	13	-2	-3	-33	14	6	4
Cc1ccc(C(=O)NC2CCCCNC2=O)cc1C (configuration not stated)	-151	3	-49	11	-3	-3	-5	-41	-53	-106	-2
Cc1cc(=O)n2c(c1C#N)SC1CCCCC12O (configuration not stated)	-10	-2	-20	11	9	1	-3	-20	-3	11	7
O=C(Cc1ccc([N+](=O)[O-])cc1)Nc1cc(C(F)(F)F)cc(C(F)(F)F)c1	2	8	nt	16	-11	0	-5	0	4	33	2
O=C(O)c1cccc(COc2cccc3ccccc23)c1	-19	2	-26	-20	6	7	-16	-160	2	-68	3
CCOC(=O)c1c(C)cccc1OCC(N)=O	2	0	11	12	9	-5	nt	0	3	2	2
Cc1cc(C)n(CCC(=O)N/N=C/c2cccc([N+](=O)[O-])c2)n1	7	3	7	9	1	-3	-5	3	-4	10	0
COc1ccccc1-c1cc(C(=O)NCCCN2CCOCC2)no1	-17	-2	-2	3	15	-5	-7	-17	-8	0	-1
O=C(C1CCCO1)N1CCN(C(=S)NC2CC2)CC1 (configuration not stated)	14	2	-6	4	-6	-4	-4	-3	2	12	-4
CN(C)CCNC(=O)c1scc2c1CCCC2	-1	5	-11	7	-2	5	-3	-3	-21	6	0
CCCCn1nc(NS(=O)(=O)c2cccc3nonc23)c2cc3cccc(C)c3nc21	-8	0	-2	1	11	2	-7	-7	7	1	3
COc1ccc(-c2noc(Cc3ccccc3OC)n2)cc1	-121	-4	-3	-17	0	1	-6	-25	-30	-176	2
Cc1ccc(C(C(=O)NC2CCCCC2)N(C(=O)c2csnn2)C2CC2)o1 (configuration not stated)	-2	-2	7	-8	0	5	-4	-3	-5	8	2
Cc1cc(C)cc(C(=O)NCCCN2CCOCC2)c1	6	10	6	-3	11	5	-4	-12	-6	8	4
Cc1ccc(C)c(Nc2nc3c(S(=O)(=O)c4ccccc4)nnn3c3ccccc23)c1	8	-9	21	23	5	-17	-16	-2	13	20	-1
Cc1cccc(NC(=O)c2cc3ccccc3oc2=O)c1	-238	-3	-4	-15	6	4	-1	-72	-9	-191	-5
CN(C)NC(=S)NC1CCS(=O)(=O)C1 (configuration not stated)	22	-1	-15	-17	2	-1	-15	-7	6	13	1
N#C/C(=C/N1CCOCC1)c1ccccc1	-35	0	-9	-1	3	7	-3	-30	-9	-24	0
COCCn1nnnc1C(c1ccc2ncccc2c1)N1CCN(c2ccccc2F)CC1 (configuration not stated)	-7	2	6	0	8	5	-6	0	-3	-3	-2
CCCSc1nc(C)cc(C)c1S(C)(=O)=O	14	-5	2	18	8	-15	7	-15	8	8	3

Bioassay records (PubChem BioAssay)
